# CHRM5 agonist – human M5 muscarinic receptor agonists, primary screen, CHO-K1 cells, Fluo-8 calcium fluorescence. Muscarinic acetylcholine receptor M5 (Homo sapiens), P08912. CHO-K1 hM5 cells; 0% DMSO wells, 100% maximal acetylcholine response. activation, % at 3 µM. 0.19% of 360,000 active. AID 624037, 2012;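 active = activation above the run's mean over test compounds plus 3 SD, cut at about 23% in these data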;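 also: signal is peak over basal fluorescence ratio across the kinetic read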
# Target sequence (P08912 whole entry, looked up): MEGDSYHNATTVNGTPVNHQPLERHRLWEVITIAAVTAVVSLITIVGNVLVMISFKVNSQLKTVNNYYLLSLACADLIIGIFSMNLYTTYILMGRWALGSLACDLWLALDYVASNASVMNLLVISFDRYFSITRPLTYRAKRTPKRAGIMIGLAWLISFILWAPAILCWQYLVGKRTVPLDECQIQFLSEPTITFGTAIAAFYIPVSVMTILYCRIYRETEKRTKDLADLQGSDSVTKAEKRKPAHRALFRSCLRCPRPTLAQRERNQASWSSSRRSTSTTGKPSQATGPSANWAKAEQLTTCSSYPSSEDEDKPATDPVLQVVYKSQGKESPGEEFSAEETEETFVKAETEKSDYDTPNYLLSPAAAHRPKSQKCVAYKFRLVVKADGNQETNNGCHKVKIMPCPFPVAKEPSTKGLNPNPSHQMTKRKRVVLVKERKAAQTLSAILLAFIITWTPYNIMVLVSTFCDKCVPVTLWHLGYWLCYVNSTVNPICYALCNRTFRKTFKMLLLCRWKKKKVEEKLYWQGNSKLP
# CHO-K1 Ca antag – M1 antagonist counterscreen hit in parental CHO-K1 cells; ATP-induced calcium, Fluo-8 fluorescence; inhibition, % at 3 µM; 0.6% of 360,000 active;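 active = inhibition above a per-plate cutoff, the plate's mean sample inhibition plus 3 SD, cut at about 24% in these data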;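 also: 0% = DMSO plus EC80 ATP and 100% = DMSO alone without ATP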
# CHO-K1 Ca PAM – nonselective calcium activators in parental CHO-K1 cells, primary screen, counter-screen for M1 PAM project, cell-based, Fluo-8 calcium fluorescence, full deck, 1536-well; ATP EC20; 0% at ATP EC20, 100% at ATP max; activation, % at 3 µM; 0.02% of 360,000 active;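 active = activation above the run cutoff, the mean activation of all test compounds plus 3 SD, cut at about 40% in these data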;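 also: peak over basal fluorescence ratio in a 140 s read after ATP addition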
# M4 antag – human M4 muscarinic receptor antagonists, primary screen, CHO cells, Fluo-8 calcium fluorescence | CHO-hM4 cells, ACh EC80 | inhibition, % at 3 µM | 0.73% of 360,000 active | AID 624125, 2012;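 active = inhibition above its plate's cutoff, the mean inhibition of sample wells plus 3 SD, cut at about 27% in these data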;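 also: 0% = acetylcholine EC80 with DMSO and 100% = DMSO without agonist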
# Target sequence (P08173 whole entry, looked up): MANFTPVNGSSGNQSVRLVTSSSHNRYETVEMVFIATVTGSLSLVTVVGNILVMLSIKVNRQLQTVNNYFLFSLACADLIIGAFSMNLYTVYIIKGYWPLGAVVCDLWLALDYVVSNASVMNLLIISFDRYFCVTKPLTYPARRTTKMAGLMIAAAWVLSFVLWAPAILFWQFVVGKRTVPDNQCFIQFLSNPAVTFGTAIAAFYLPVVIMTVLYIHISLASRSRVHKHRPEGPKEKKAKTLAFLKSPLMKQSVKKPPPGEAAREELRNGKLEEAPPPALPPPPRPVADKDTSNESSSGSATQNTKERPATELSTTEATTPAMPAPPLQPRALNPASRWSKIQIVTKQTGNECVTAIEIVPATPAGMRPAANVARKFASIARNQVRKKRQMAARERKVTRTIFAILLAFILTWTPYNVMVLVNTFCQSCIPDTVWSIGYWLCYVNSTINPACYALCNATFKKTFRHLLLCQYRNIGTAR
# CHRM4 PAM – human M4 muscarinic receptor positive allosteric modulators, primary screen, CHO-K1 cells, Fluo-8 calcium fluorescence. Muscarinic acetylcholine receptor M4 (Homo sapiens), P08173. CHO-K1 hM4/Gqi5, ACh EC20; 0% = ACh EC20, 100% = maximal ACh. activation, % at 3 µM. 0.4% of 360,000 active;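 active = activation above its plate's cutoff, the mean activation of sample wells plus 3 SD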; also: some results filed as inactive read as strong as hits
# M4 ag – human M4 muscarinic receptor agonists, primary screen, CHO-K1 cells, Fluo-8 calcium fluorescence; activation, % at 3 µM; 0.14% of 360,000 active; Muscarinic acetylcholine receptor M4 (Homo sapiens), P08173; CHO-K1 hM4/Gqi5; vehicle 0%, full acetylcholine response 100%; AID 624127, 2012;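 active = activation above the run mean over all test wells plus 3 SD, cut at about 32% in these data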;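 also: peak over basal fluorescence ratio per well then scaled between controls; 0% = DMSO wells and 100% = acetylcholine at EC100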
# M5 antag – human M5 muscarinic receptor antagonists, primary screen, CHO cells, Fluo-8 calcium fluorescence. Muscarinic acetylcholine receptor M5 (Homo sapiens), P08912. CHO-hM5 cells, ACh EC80. inhibition, % at 3 µM. 0.59% of 360,000 active. AID 624040, 2012;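 active = inhibition above a per-plate cutoff, the mean of that plate's test compounds plus 3 SD, cut at about 27% in these data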;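 also: 0% = acetylcholine EC80 with DMSO and 100% = DMSO without agonist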
# M1 ag parental – counter-screen for M1 agonists: effect in parental CHO-K1 cells | Fluo-8 calcium fluorescence; scaled to maximal ATP response, vehicle zero | 0.48% of 360,000 active | activation, % at 3 µM; in the data active = activation above about 15%;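 also: untransfected CHO-K1 host cells lacking M1 receptor as counterscreen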
# M5 PAM – human M5 muscarinic receptor positive allosteric modulators, primary screen, CHO-K1 cells, Fluo-8 calcium fluorescence. Muscarinic acetylcholine receptor M5 (Homo sapiens), P08912. CHO-K1 hM5, ACh EC20 PAM; 0% = ACh EC20, 100% = ACh EC100. activation, % at 3 µM. 0.3% of 360,000 active. AID 624038, 2012;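 active = activation above the run cutoff, the mean activation of all test compounds plus 3 SD, cut at about 18% in these data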
#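 System: CHO-K1 cell line with stable human muscarinic M5 receptor expression | Also added: EC20 acetylcholine as agonist stimulus | Compound: One concentration, 3 µM final (nominal) | Timing: Fluo-8 loading 80 min at 37 °C plus 30 min room temperature | Measured by: Fluo-8 calcium dye fluorescence, kinetic read | Read-out basis: % activation, ACh-normalized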
# Numbers without * were called inactive. No enrichment for hits. About 2.7% of those tested had a hit in this group.
SMILES,CHRM5 agonist,CHO-K1 Ca antag,CHO-K1 Ca PAM,M4 antag,CHRM4 PAM,M4 ag,M5 antag,M1 ag parental,M5 PAM
O=C(c1cccnc1Nc1ccccc1F)N1CCOCC1,2,6,-8,-7,2,1,-20,-0.3,16
CCn1cc(CN2CCC(n3nccc3NC(=O)CCCc3ccccc3)CC2)c(C)n1,-8,-8,-8,0,1,2,19,0.4,-9
COCCNC(=O)C(=O)NCC1OCCN1S(=O)(=O)c1ccc(C)cc1 (stereo unspecified),-2,-8,12,0,2,1,15,-0.1,3
Cc1ccc(S(=O)(=O)N2CCC(=O)N([C@H](COCc3cccc(C(F)(F)F)c3)C(C)C)CC2)cc1,1,-39,16,-3,-2,3,-2,2.3,-9
O=C(O)CS(=O)CC(=O)Nc1cccc(C(F)(F)F)c1 (stereo unspecified),-1,6,17,-9,7,1,-3,-0.2,6
Cc1cccc2[nH]c(CN(C)C(=O)C3CCC(=O)N(C4CC4)C3)nc12 (stereo unspecified),-2,-11,-2,-3,3,1,-1,0.3,7
O=C(COC(=O)CNC(=O)c1ccc(Cl)cc1Cl)NCC1CCCO1 (stereo unspecified),2,7,5,-1,-1,0,-2,1.4,0
COc1nc(NC2CCCCC2)nc(NC(C)(C)C)n1,6,3,12,1,-12,11,12,2.8,-9
COc1cc(OC)cc(-c2oc(=O)c3cc(OC)c(OC)cc3c2C#CCCO)c1,-2,-6,-2,2,2,1,5,0.0,6
COCCCC1CCN(C(=O)C2CCC(=O)N(C3CCCCCC3)C2)CC1 (stereo unspecified),-3,6,-11,8,14,4,22,0.0,-8
Nc1c(C(=O)NCc2ccco2)sc2nc3c(cc12)C(=O)CCC3,0,-5,8,11,-3,1,-4,0.0,-1
Cc1ccccc1-n1nc(C)c2cc(C(=O)N3CCN(S(=O)(=O)c4ccc(F)cc4)CC3)sc21,1,-28,-8,5,-1,0,5,-0.3,-5
O=c1[nH]c(=O)n(C(c2ccccc2)(c2ccccc2)c2ccccc2)cc1N(CCO)CCO,-7,-6,9,6,-1,-3,17,-1.0,-6
CCOC1(C(F)(F)F)NC(=O)N(Cc2ccc(OC)cc2)C1=O (stereo unspecified),-2,4,14,-4,2,0,-4,6.0,0
CCOc1ccc(CN2CCNC(=O)C2CC(=O)NCCc2nc(C)c3c(n2)CCC3)cc1 (stereo unspecified),-1,-13,14,-1,-7,1,1,0.8,2
Cc1cc(C)nc(SCc2cc(=O)c(OC(=O)c3ccc(S(=O)(=O)N4CCCC4)cc3)co2)n1,-1,-8,11,0,-2,4,4,3.5,-3
O=C(Nc1ccccc1)N(CCN1CCOCC1)Cc1ccccc1F,-3,-3,13,0,-6,1,-2,0.2,2
CCCNC(=O)C1CCC(CNS(=O)(=O)c2ccc3c(c2)N(C(C)=O)CCO3)CC1 (stereo unspecified),-5,2,3,9,-2,1,7,10,-4
COc1ccccc1OCC(=O)Nc1ccc2c(c1)OCCO2,-3,-12,-2,-20,9,7,4,1.6,-3
O=C(Nc1ccc(F)cc1)c1cncs1,-2,-14,6,-13,3,0,11,-0.2,-3

# A different layout for 3 compounds above:
SMILES	CHRM5 agonist	CHO-K1 Ca antag	CHO-K1 Ca PAM	M4 antag	CHRM4 PAM	M4 ag	M5 antag	M1 ag parental	M5 PAM
Cc1cc(C)nc(SCc2cc(=O)c(OC(=O)c3ccc(S(=O)(=O)N4CCCC4)cc3)co2)n1	-1	-8	11	0	-2	4	4	3.5	-3
O=C(Nc1ccccc1)N(CCN1CCOCC1)Cc1ccccc1F	-3	-3	13	0	-6	1	-2	0.2	2
CCCNC(=O)C1CCC(CNS(=O)(=O)c2ccc3c(c2)N(C(C)=O)CCO3)CC1 (stereo unspecified)	-5	2	3	9	-2	1	7	10	-4

# (further entries)
SMILES,CHRM5 agonist,CHO-K1 Ca antag,CHO-K1 Ca PAM,M4 antag,CHRM4 PAM,M4 ag,M5 antag,M1 ag parental,M5 PAM
O=C(CCSc1nc(-c2ccco2)cc(C(F)(F)F)n1)Nc1ccc2c(c1)OCO2,-1,-3,8,19,-2,0,0,0.8,-6
Cc1cc(OC(C)C(=O)NCc2cccnc2)c2c(C)c(Cc3ccccc3)c(=O)oc2c1 (stereo unspecified),-4,-10,-4,7,2,1,4,0.6,-6
CC(C)(C)C1C=C(Sc2ccccc2)C(=O)O1 (stereo unspecified),-4,5,-5,-11,12,0,-12,0.0,13
CC(=O)NCC1CCCN(Cc2cn(-c3ccccc3)nc2-c2ccc3c(c2)OCO3)C1 (stereo unspecified),2,-17,-10,0,-4,4,-2,0.1,2
Cc1cccc(Nc2nccc(N(C)C)c2C#N)c1,2,7,5,0,-12,22,19,6.1,-14
COc1ccccc1N1CCN(C(=O)C2CCN(C(=O)c3ccc(C(C)(C)C)cc3)CC2)CC1,0,-7,16,-2,4,4,11,3.7,-7
COc1ccc([C@@H]2Sc3cc(OC)ccc3N(CCN(C(C)C)C(C)C)C(=O)[C@H]2OC(C)=O)cc1,-7,-9,21,12,-14,0,5,0.6,-2
COc1ccc(C)cc1-n1c(SCC(=O)NC2CC2)nc2ccccc2c1=O,0,-10,19,-8,5,3,2,0.8,8
O=C(NNC(=O)c1cccs1)c1ccccc1,-1,-1,-4,1,2,1,0,0.7,2
COC(=O)Cn1cnc2c(oc3ccccc32)c1=O,1,-11,8,-5,2,1,4,1.2,5
O=C(CCn1c(=O)oc2ccccc21)Nc1ccc2c(c1)OCCO2,3,-11,10,-13,-2,7,3,2.0,-8
O=C(NCc1cccs1)Nc1cccs1,-4,-14,6,3,5,0,0,-0.4,-4
CC(C(=O)OCC(=O)NC1CCCCC1)N1C(=O)c2ccccc2C1=O (stereo unspecified),1,-9,11,-5,1,1,1,0.6,10
Cc1ccc(NC(=O)/C=C/C(=O)O)c([N+](=O)[O-])c1,-2,-18,15,-3,11,1,3,0.3,2
O=C(Oc1ccccc1)Oc1ccc2c(c1)oc(=O)c1ccccc12,-4,4,11,-4,3,3,-5,0.5,15
COc1ccc(CN2CC(C(=O)NCc3ccc4c(c3)OCO4)CC2=O)cc1 (stereo unspecified),-2,-5,15,0,1,0,-5,0.5,1
C=CCn1c(=O)c(CCC(=O)Nc2ccc(N3CCOCC3)cc2)nc2cc(C(F)(F)F)ccc21,-4,2,-10,-15,0,3,4,0.3,-1
C/C(=N\NC(=S)NCc1ccccc1)c1ccc2c(c1)OCCO2,-3,-9,19,6,-8,1,0,4.1,-8
CCn1[nH]c(=O)c(=Nc2c(C)n(C)n(-c3ccccc3)c2=O)cc1-c1ccc(Cl)cc1,0,0,11,5,-5,2,2,1.5,0
Cc1nc(C)c(C(=O)Nc2ccccc2)s1,-1,9,-4,0,10,1,4,0.0,-1
Cc1cn(CCOc2ccc(Cl)cc2)c(=O)[nH]c1=O,-8,7,-4,-15,1,1,-3,0.2,8
CC(=O)c1cccc(N(CC(=O)Nc2cccnc2)S(C)(=O)=O)c1,0,-30,20,0,7,2,-3,1.0,3
O=C(Nc1ccc2nn(-c3ccccc3)nc2c1)c1ccc(Br)o1,2,-30,19,-1,11,2,-6,0.1,0
CCc1ccccc1N(CC(=O)NCc1ccccc1)C(=O)CCC(=O)Nc1ccccn1,0,-13,12,7,7,1,12,0.6,-3
CCCSC1=C(C#N)C(c2ccc(O)c(OC)c2)CC(=O)N1 (stereo unspecified),2,-7,7,7,2,1,-2,0.4,-2
CC1Cc2ccccc2N1C(=O)c1ccc2c(c1)OCO2 (stereo unspecified),-4,-17,16,-11,-1,1,-6,1.3,3
COCCNC(=O)C1CCCN(C(=O)c2ccnc(Cl)c2)CC1 (stereo unspecified),1,-3,7,-7,1,1,1,0.1,-3
Cc1ccc(-c2noc(Cn3nc(C(=O)O)c4ccccc4c3=O)n2)cc1,0,-15,11,6,1,2,6,0.8,2
O=C(COC(=O)C1CC2C=CC1C2)NCCc1ccccc1 (stereo unspecified),-3,4,-11,-10,15,2,4,-0.2,0
Cc1ccccc1N(C)C(=O)C1CCCN(c2ncnc3c2nc2n3CCCCC2)C1 (stereo unspecified),-4,2,-8,5,1,6,7,3.2,-4
CCOC(=O)C1(COCc2ccccc2)CCCCC1=O (stereo unspecified),0,-2,1,-9,-1,0,1,0.0,2
CCOC(=O)C(=CNc1ccc(C#N)cc1)C(=O)OCC,7,-12,13,-4,9,-1,-12,0.1,12
CCn1c(SCc2nc(CC(=O)Nc3ccccc3OC)no2)nnc1-c1cccs1,-1,4,15,1,0,0,6,4.2,0
COc1ccc(C(=O)C2CCCN(C(=O)CCc3ccccn3)C2)c(C)c1 (stereo unspecified),-4,-8,-6,1,-6,3,3,2.0,-2
Nc1nnc(SCC(=O)N2CCCCC2)s1,-1,-2,-8,4,0,1,14,0.9,-2
CCOC(=O)c1sc(NC(=O)CSc2nnnn2-c2ccc(C)c(C)c2)nc1C,-1,2,6,-5,10,0,-4,0.1,-1
Cn1cc(CN2CCC(n3nccc3NC(=O)CCc3ccccc3)CC2)cn1,-6,3,6,-5,4,1,7,8.2,1

# By substructure: those above containing a cyano group.
SMILES,CHRM5 agonist,CHO-K1 Ca antag,CHO-K1 Ca PAM,M4 antag,CHRM4 PAM,M4 ag,M5 antag,M1 ag parental,M5 PAM
Cc1cccc(Nc2nccc(N(C)C)c2C#N)c1,2,7,5,0,-12,22,19,6.1,-14
CCCSC1=C(C#N)C(c2ccc(O)c(OC)c2)CC(=O)N1 (stereo unspecified),2,-7,7,7,2,1,-2,0.4,-2
CCOC(=O)C(=CNc1ccc(C#N)cc1)C(=O)OCC,7,-12,13,-4,9,-1,-12,0.1,12

# Compound activity from PubChem.
